# Source: PubChem BioAssay
# INS promoter inh: TRM-6 insulin promoter activity inhibition | TRM-6 cells (human fetal islet line), insulin promoter-eGFP reporter, imaging; reporter expression induced with tamoxifen | inhibition, % at 2 µM | 0.9% of 130,000 active | AID 1273;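 active = inhibition above the mean plus 3 SD, with well images judged a real hit on visual review, cut at about 60% in these data, passing the limit was not always enough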
# SDO1 yeast rescue: restores growth of sdo1-depleted yeast; 0.21% of 140,000 active; AID 817; S. cerevisiae sdo1-depleted JHY4D growth rescue, OD600 30 h; hits give high values; pdr5 snq2 efflux-pump mutant strain; z-score at 10 µM;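 active = z-score above 3 at both the 24 hr and the 30 hr optical density reads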;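 note: z-score against mean and SD of all compound wells on the same plate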
# SDO1 yeast rescue Rescue 24 h: second read-out of SDO1 yeast rescue, no call of its own (marks repeat the call); z-score; S. cerevisiae sdo1-depleted JHY4D growth rescue, OD600; measured here: growth rescue at 24 h;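 0 is the plate mean of compound wells and units are plate SD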
# Starred values were filed as active, the others as inactive; . = no result given; & = joins results of further samples. This is a subset, so the mix of outcomes need not match the whole.
canonical_smiles | INS promoter inh | SDO1 yeast rescue | SDO1 yeast rescue Rescue 24 h
CC(=O)Nc1ccccc1C(=O)C(=O)Nc1ccc(C)c(F)c1 | 37.5 | -0.17 | -1.05
O=C(CCC(=O)c1ccccc1)NCCc1c[nH]c2ccccc12 | -83.3 | 0.75 | 0.66
Cc1cc(C)cc(-n2nnc(C(=O)NCc3ccccc3Cl)c2N)c1 | . | -0.53 | -0.76
COc1ccc(CCNC(=O)C2CCCN2S(=O)(=O)c2ccc(F)cc2)cc1OC (stereo not given) | 0.0 | . | .
CC(OC(=O)c1ccccc1Nc1ccc(SC(F)F)cc1)C(N)=O (stereo not given) | -16.0 | -2.07 | -1.32
Cc1ccccc1NC(=O)CC1SC(=NC2CCCCC2)NC1=O (stereo not given) | 34.4 | 0.67 | 0.39
CC1=NNC(=O)C1CCC(=O)N/N=C/c1c(Cl)cccc1Cl (stereo not given) | 50.0 | . | .
COCCNC(=O)c1ccc(-c2csc(C)n2)cc1 | 53.3 | . | .
CC(C)NC(=O)CSCc1cccc(Br)c1 | 16.7 | 5.16* | 5.11*
O=C(CN1C(=O)COc2ccccc21)NCCN1CCC(Cc2ccccc2)CC1 | -26.7 | -0.27 | -0.41
Nc1nc(-c2ccccc2)c(C(=O)Nc2ccccc2)s1 | 33.3 | . | .
O=S(=O)(Nc1cccnc1)c1ccc(Cl)c(C(F)(F)F)c1 | 31.2 | 9.61* | 9.18*
Cc1ccc(N=C2NC(=O)/C(=C\c3ccc(C)s3)S2)cc1 | -6.7 | . | .
Cc1c(C(=O)O)sc2nc(SCC(=O)Nc3ccc(S(=O)(=O)NC(C)(C)C)cc3)[nH]c(=O)c12 | -8.1 | . | .
Cc1ccc(-n2ccnc2SCC(=O)N(CC(C)C)C2CCS(=O)(=O)C2)c(C)c1 (stereo not given) | -86.7 | 1.52 | 1.09
Cc1nc(/C(N)=N/OC(=O)Cc2ccccc2)no1 | 42.9 | . | .
Cc1ccc(C)c(C(=O)Nc2c(C(N)=O)oc3ccccc23)c1 | . | -1.7 | -1.54
CC(C)CCC(CCN1CCOCC1)c1ccc2c(c1)OCO2 (stereo not given) | . | -0.07 | -0.04
CN(C)CCCNCCCNC(=O)c1ccncc1 | -34.8 | 0.48 | -1.15
COc1ccc(-c2cc(C(F)(F)F)nc(SCC(=O)Nc3ccc4c(c3)OCO4)n2)cc1 | 41.7 | -1.61 | -0.76
Cc1ccc(CN2CCN(/N=C/c3ccc(C(=O)O)cc3)CC2)c(C)c1 | 0.0 | . | .
CCOC(=O)c1sc(N/N=C/c2cccc(C)c2)nc1C | -46.1 | -0.82 | 0.16
CCOc1ccc(NC(=O)c2ccccn2)cc1 | -42.9 | 0.87 | 0.29
CC(=O)Nc1nonc1-n1nnc(C(=O)NCc2ccccc2)c1C | . | 0.19 | -0.82
Cc1ccc(-c2nnn(CC(=O)N3CCC(C)CC3)n2)o1 | -21.7 | -0.16 | -0.1
Cc1cccn2c(=O)c(/C=N/O)c(N3CCCC3)nc12 | 5.4 | 0.3 | -0.11
Cc1ccc(C)c(S(=O)(=O)NCc2ccncc2)c1 | -5.4 | -0.37 | -0.4
CCC(C)c1cc(S(=O)(=O)N2CCOCC2)ccc1OC (stereo not given) | 37.5 | -0.61 | -0.23
COc1cc(NC(=O)NC(C)(C(F)(F)F)C(F)(F)F)cc(OC)c1OC | 17.9 | 0.04 | -0.38
Fc1ccc(CSc2nnc(-c3cccnc3)n2Cc2ccco2)cc1 | 15.4 | -0.06 | -0.21

# Among those listed so far, 3 have two or more sulfur atoms:
canonical_smiles | INS promoter inh | SDO1 yeast rescue | SDO1 yeast rescue Rescue 24 h
Cc1ccc(N=C2NC(=O)/C(=C\c3ccc(C)s3)S2)cc1 | -6.7 | . | .
Cc1c(C(=O)O)sc2nc(SCC(=O)Nc3ccc(S(=O)(=O)NC(C)(C)C)cc3)[nH]c(=O)c12 | -8.1 | . | .
Cc1ccc(-n2ccnc2SCC(=O)N(CC(C)C)C2CCS(=O)(=O)C2)c(C)c1 (stereo not given) | -86.7 | 1.52 | 1.09

# The results go on.
canonical_smiles | INS promoter inh | SDO1 yeast rescue | SDO1 yeast rescue Rescue 24 h
CCOC(=O)c1c(-c2ccc(OC)cc2)csc1NC(=O)CSc1ccccc1 | -43.7 | 0.1 | -0.4
CCOc1cc(CNCCSc2nnnn2C)cc(Br)c1OCc1ccccc1 | -17.2 | -1.93 | -1.32
O=C(CN1CCN(c2ncccn2)CC1)N1CCCc2c1c(=O)oc1ccc(O)cc21 | -161.1 | 2.71 | 3.87
O=C(c1ccccc1)c1c2c(cc3sc4ccccc4[n+]13)-c1cccc3cccc-2c13 | -233.3 | -1.83 | -0.17
COP(=O)(OC)c1nc(-c2cccc3ccccc23)oc1NCCc1ccccc1 | -32.0 | -1.34 | -0.88
Cc1ccc(C(=O)C(C)OC(=O)c2n[nH]c(=O)c3ccccc23)cc1 (stereo not given) | -14.3 | 0.06 | 0.12
CC(=O)OC(C(=O)Nc1ccccc1)C(C)S(=O)(=O)c1ccccc1 (stereo not given) | 25.7 | -0.32 | -0.76
COc1ccccc1CNCc1cc(Br)ccc1OC | -50.0 | . | .
CCOC(=O)c1cnc(SCC(=O)Nc2ccccc2C(=O)OC)nc1N | -109.5 | -0.21 | 0.39
CCCCN(CCCC)CCn1cnc2c([nH]c3ccc(OC)cc32)c1=O | . | -0.22 | -0.27
COc1ccc(C(C#N)N2CCCCC2)cc1OC (stereo not given) | . | 0.92 | 1.33
CCOC(=O)c1sc(NC(=S)NC(=O)c2ccccc2)c(C(=O)OCC)c1C | 20.7 | -0.89 | 0.17
Cc1n[nH]c(C)c1S(=O)(=O)N1CCCC(C(=O)NCc2ccccc2Cl)C1 (stereo not given) | -14.3 | -0.08 | 0.81
Nc1nonc1-c1nc2ccccc2n1CC(=O)NC1CCCC1 | 27.3 | -0.88 | -0.46
Cc1cc(C(=O)CSc2nnnn2C)c(C)n1CCc1ccc(Cl)cc1 | 7.1 | 0.09 | 1.4
COc1ccc(/C=N/NC(=S)Nc2ccccc2[N+](=O)[O-])cc1O | 13.8 | -1.67 | -1.36
NC(=O)N1c2ccccc2C=Cc2ccccc21 | 9.1 | 0.54 | 0.39
O=C(CSc1ccc2nnc(-c3ccccc3)n2n1)NCc1ccc2c(c1)OCO2 | . | 0.15 | -0.48
CCOc1ccc(S(=O)(=O)Nc2ccccc2C(=O)Nc2ccccc2N2CCOCC2)cc1 | -169.0 | -2.34 | -1.27
COc1ccc(C2=NN(C(=O)c3ccc(Cl)c([N+](=O)[O-])c3)C(c3ccccc3)C2)cc1 (stereo not given) | -33.3 | -0.56 | 0.17
CN(c1nnc(N)s1)C1CCCCC1 | 35.0 | 0.67 | -0.12
CO/N=C/c1ccc(N2CCN(C(=O)c3cccc(C(F)(F)F)c3)CC2)c([N+](=O)[O-])c1 | . | -1.29 | -0.2
COc1ccc(C(=O)Nc2ccc(Cc3ccncc3)cc2)cc1Br | 15.0 | . | .
CC/C(C)=N/N1C(=O)c2ccccc2NC1(C)CC (stereo not given) | 33.3 | . | .
COc1ccc(OC)c(/C=C/C(=O)N(C)CC(=O)Nc2ccc(C)cc2)c1 | 0.0 | -0.09 | -0.4
CCOC(=O)C1CCCN(C(=O)c2cc3nc(-c4ccc5c(c4)OCO5)cc(C(F)(F)F)n3n2)C1 (stereo not given) | -16.7 | -0.45 | -0.02
Clc1cccc(NC2=NCCC2)c1 | 10.8 | 0.23 | -0.03
Cc1cccc(NC(=O)NCC(F)(F)F)n1 | -46.4 | -0.52 | -1.14
O=C1c2ccccc2C(=O)N1c1nc2nccc(-c3ccccc3)n2n1 | 6.7 | 1.67 | 2.51
CCOP(=O)(c1ccccc1Cl)C1(O)CCCCC1 (stereo not given) | 2.8 | 1.09 | 0.62
CN(C)N1C(N)=C(C#N)C(c2ccccc2)C2=C1CCCC2=O (stereo not given) | -23.1 | . | .
COCCN(C(=O)c1ccco1)c1nnc(-c2ccc(OC)cc2)s1 | 0.0 | -0.11 | 0.22
CC1CCCCC1NC(=O)CN(C)S(=O)(=O)c1cccc2nsnc12 (stereo not given) | . | 0.7 | -0.38
O=C(Cc1ccccc1)Nc1ccc2oc(-c3cccnc3)nc2c1 | -6.5 | 0.42 | 0.49
Cc1c(Cl)cccc1NC(=S)N1CCC(N(C)CC2CCCO2)CC1 (stereo not given) | 20.0 | . | .
Cc1ccc(OCCNC(=O)c2cncc(Br)c2)cc1C | . | 1.21 | 2.29
O=C1c2ccccc2C(O)N1c1ccc(Cl)cc1 (stereo not given) | . | 0.73 | 0.23
Cc1ccccc1OCCOc1ccc([N+](=O)[O-])cc1/C=N/n1cnnc1 | -106.7 | . | .
Cc1nn(-c2ccccc2)c(C)c1/C=N/NC(=O)c1cc(C2CC2)[nH]n1 | 26.9 | 0.04 | -0.74
Cc1c(NS(=O)(=O)c2ccc3c(c2)OCCO3)cccc1-c1nc2cccnc2s1 | . | -0.67 | -0.9
Cn1c(=O)c(-c2cc(Br)ccc2N)nc2ccccc21 | 25.4 | -0.92 | -1.23
O=C(NCCc1cn2ccccc2n1)c1ccccc1F | 30.3 | 1.44 | 1.27
O=C(Cn1nnc(-c2ccccc2)n1)OCc1ccccc1 | -15.4 | 0.62 | -0.63
Cc1sc2nc(CSc3nc4ccccc4c(=O)n3CCCN3CCOCC3)[nH]c(=O)c2c1C | -93.8 | -0.39 | -0.26
Cc1cc(N2CCc3ccccc32)n2ncnc2n1 | 50.0 | . | .
Cc1cnc(C(=O)OCC(=O)N2CCN(C(=O)c3ccco3)CC2)cn1 | . | 0.8 | -0.12
Cn1c(=O)c2cn3ncccc3c2n(C)c1=O | 32.5 | 0.14 | -0.91
CC(C)CNC(=O)NC(=O)COC(=O)C1CSC2(c3ccc(F)cc3)CCC(=O)N12 (stereo not given) | 6.7 | . | .
Cc1cccc(OCCC(=O)Nc2nnc(C)s2)c1 | 33.3 | . | .
COCCNCCCOc1ccc(C(C)(C)c2ccccc2)cc1 | -21.6 | 0.58 | 0.64
COc1ccc(CCNC2CC(=O)N(C)C2=O)cc1OC (stereo not given) | . | 0.8 | 0.53
COc1ccccc1/C=C(\NC(=O)c1ccc(OC)c(OC)c1)C(=O)Nc1ccc([N+](=O)[O-])cc1 | -42.9 | 0.47 | 0.71
Cc1ccc(C(=O)CSc2nc(N)cc(=O)[nH]2)cc1 | -100.0 | 0.4 | -0.17
COc1ccc(NC(=O)c2cc3ccccc3o2)cc1 | -25.9 | -0.53 | 0.03
COc1cnc(-c2ccccn2)[nH]c1=O | 0.0 | . | .
O=C1C2C3C=CC(C3)C2C(=O)N1Cc1ccc(CN2C(=O)C3C4C=CC(C4)C3C2=O)cc1 (stereo not given) | 21.4 | 0.59 | 0.99
CCN(CC)S(=O)(=O)c1ccc(-c2ccc(S(=O)(=O)N(CC)CC)cc2)cc1 | -34.3 | -1.11 | -0.46
COC(=O)c1ccccc1NC(=O)Nc1ccc(C(=O)N2CCCC2)cc1 | 37.7 | 0.04 | -0.71
CCc1nc(SCC(=O)c2ccccc2)c2ccccc2n1 | 35.7 | . | .
CCOC(=O)c1sc(NCc2ccco2)c(-c2nc3ccccc3s2)c1N | -6.5 | -1.41 | -0.42

# The results go on:
canonical_smiles | INS promoter inh | SDO1 yeast rescue | SDO1 yeast rescue Rescue 24 h
COCC(C)n1c(C)cc(C(=O)CN2C(=O)NC3(CCCCC3C)C2=O)c1C (stereo not given) | -3.0 | -0.01 | -0.17
CCc1ccc(NC(=O)CCc2nc3cccnc3n2Cc2ccc(OC)cc2)cc1 | -16.1 | -1.79 | -0.03
Cc1cc(-c2cccc([N+](=O)[O-])c2)nc2ccccc12 | . | -0.22 | -0.08
CCCCOc1cc(C(=O)NCCN(CC)CC)c2ccccc2n1 | -4.5&-68.2 | -0.22&1.01 | -0.91&0.39
Cc1ccc(OCc2nc(-c3ccccn3)n[nH]2)cc1 | -8.6 | 0.53 | 0.6
COc1ccc(CCNC(=O)CSc2ccc(-c3cccs3)nn2)cc1OC | 37.5 | . | .
Cc1ccc(S(=O)(=O)NNC(=O)c2sc3nc(C)cc(C)c3c2-n2cccc2)cc1 | -4.2 | -1.5 | -0.86
Cc1nc2ccccc2n1/N=C/c1ccc([N+](=O)[O-])o1 | -16.7 | . | .
CCCCOC(=O)c1ccc(NC(=O)CSc2nncn2C)cc1 | . | -0.03 | -1.14
COc1ccc(C(=O)c2c[nH]c(C(=O)NCCCn3ccnc3)c2)cc1 | -27.3 | . | .
Oc1ccc(-c2nccc(-c3cccs3)n2)cc1 | 4.2 | -2.13 | -1.99
Cc1ccc(-c2cc(N)n(-c3ccccc3)n2)cc1 | 18.6 | -0.4 | -0.88
CC1=C(C#N)C(c2ccoc2)C(C(=O)OCc2ccccc2)=C(N)S1 (stereo not given) | -5.4 | -0.68 | -0.88
CCOC(=O)c1sc(=S)n(CC)c1NC(=O)CC | 3.9 | 0.91 | 0.53
CCOC(=O)CNC(=O)Cn1cnc2c(nnn2-c2ccc(F)cc2)c1=O | . | 0.93 | 0.81
O=C(COC(=O)CCc1nc2ccccc2c(=O)[nH]1)NC(=O)NC1CCCC1 | 6.9 | -0.09 | -0.5
CCCc1ccc(OCc2ccc(C(=O)NCc3cccnc3)o2)c(OC)c1 | -80.0 | . | .
O=C1CN(C(=O)COC(=O)c2cccnc2Cl)c2ccccc2N1 | 31.7 | . | .
CCOC(=O)c1c(NC(=O)CNCCO)sc(C)c1C | 20.0 | -0.16 | -0.4
COc1cccc(C(=O)NC(C)C(c2cccs2)N2CCOCC2)c1 (stereo not given) | . | -0.11 | -0.38
COc1ccccc1NC(=O)N1CCN(c2ccccn2)CC1 | . | 1.09 | 1.11
CC(C)NC(=O)CC1C(=O)N(Cc2ccccc2)C(C)c2nc3ccccc3n21 (stereo not given) | -42.9 | . | .
CCn1nc(NC(=O)c2ccccn2)c2cc3cccc(C)c3nc21 | . | -1.34 | -0.46
CCC(=O)N1CCN(c2nc(-c3ccc(Cl)cc3)cs2)CC1 | -267.4 | 1.47 | 1.07
